Assay outcomes deposited in PubChem BioAssay by Broad Institute.
SIRT5 inh = sirtuin-5 (human) deacylase inhibition. Q9NXA8. Purified SirT5, succinyl-peptide AMC, trypsin-coupled fluorescence. inhibition, % at 15 µM. 330,000 tested, 1.1% active; in the data active = inhibition above about 15%; inconclusive = no clear call, values can overlap the other calls
Target sequence (Q9NXA8 whole entry, looked up): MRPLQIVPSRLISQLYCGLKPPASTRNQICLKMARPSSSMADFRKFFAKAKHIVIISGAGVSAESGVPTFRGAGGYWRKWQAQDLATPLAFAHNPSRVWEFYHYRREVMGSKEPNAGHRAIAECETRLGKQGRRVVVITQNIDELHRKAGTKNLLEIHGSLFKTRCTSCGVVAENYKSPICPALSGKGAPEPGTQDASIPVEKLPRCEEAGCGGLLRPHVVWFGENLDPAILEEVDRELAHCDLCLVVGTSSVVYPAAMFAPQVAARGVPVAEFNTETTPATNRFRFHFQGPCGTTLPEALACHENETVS
Casp6 inh = blocks human caspase-6 cleavage activity; P55212; purified caspase-6, Z-VEID-R110 cleavage fluorescence; inhibition, % at 12.5 µM; 350,000 tested, 0.53% active;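 active = mean inhibition across replicates at least about 35%, with every replicate also reaching that limit, limit read from the data; inconclusive = only one of the two criteria met; inactive = neither criterion met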;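 note: 0% = median of neutral control wells and 100% = no fluorescence left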
Target sequence (P55212 24-179 limits assumed): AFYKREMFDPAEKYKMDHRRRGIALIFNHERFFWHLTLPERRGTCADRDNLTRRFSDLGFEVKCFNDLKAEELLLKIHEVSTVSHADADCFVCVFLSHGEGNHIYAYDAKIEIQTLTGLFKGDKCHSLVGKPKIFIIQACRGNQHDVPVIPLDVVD
Target sequence (P55212 194-293 limits assumed): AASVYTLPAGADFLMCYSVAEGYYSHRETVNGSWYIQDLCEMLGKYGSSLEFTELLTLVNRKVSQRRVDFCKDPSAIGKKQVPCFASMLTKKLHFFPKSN
CFTR F508del cor = correctors of CFTR F508del function in bronchial epithelial cells; CFBE cells, YFP halide quenching; stimulated with forskolin plus potentiator P3; % fluorescence drop versus neutral controls; activity (quench increase), % at 7.58 µM; 350,000 tested, 0.36% active; AID 720511;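 active = mean added fluorescence quench of at least 8% versus neutral control, with both replicates also reaching 8%; inconclusive = only one of the mean or replicate conditions met; inactive = mean below 8% and not both replicates reaching 8%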;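 note: cells transiently co-express mutant CFTR-F508del with the halide-sensitive YFP; corrector assay measuring rescue of mutant channel to the surface after 24 h compound exposure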
DENV2 CPE rescue = DENV2-induced cell death inhibition | 350,000 tested, 1.7% active | CPE inhibition, % at 9.99 µM | AID 651640 | DENV2-infected cells, cytopathic effect rescue, plate reader; in the data active = CPE inhibition above about 20%, passing the limit was not always enough; inconclusive = no clear call, values can overlap the other calls; tested in BHK-21 cells;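 note: 0% = median of neutral control wells and 100% = median of positive control wells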
miR122 inh = inhibitors of miR-122 in Huh7 cells. Huh7 miR-122 Renilla luciferase sensor, 48 h; neutral wells = 0, positive control = 100. activation (reporter increase), % at 12.5 µM. 340,000 tested, 0.3% active. AID 602342;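 active = mean replicate activation score at least 90 and every replicate individually at or above 90; inconclusive = only one of the two criteria met; inactive = neither criterion met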;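 note: higher luciferase means less miR-122 activity so hits act as miR-122 inhibitors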
ERAP1 HTS inh = blocks human ERAP1 aminopeptidase activity. recombinant ERAP1, Leu-AMC fluorescence, 60 min. inhibition, % at 10.7 µM. Q9NZ08. 340,000 tested, 0.15% active;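 active = mean replicate inhibition of at least 30%, or all replicates individually reaching that 30% level; inactive = mean below 30% and not every replicate reaching it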;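 note: 0% = neutral control wells and 100% = L-leucinethiol positive control wells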
ERp5 block = blocks human ERp5 reductase activity on insulin; inhibition, % at 9.99 µM; AID 651711; ERp5 insulin aggregation, absorbance 650 nm, 90 min; 350,000 tested, 0.05% active;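 active = mean replicate inhibition above about 25%, with every replicate also reaching it, limit read from the data, passing the limit was not always enough; inconclusive = only one of those two criteria met; inactive = neither criterion met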
Target sequence (Q15084 whole entry, looked up): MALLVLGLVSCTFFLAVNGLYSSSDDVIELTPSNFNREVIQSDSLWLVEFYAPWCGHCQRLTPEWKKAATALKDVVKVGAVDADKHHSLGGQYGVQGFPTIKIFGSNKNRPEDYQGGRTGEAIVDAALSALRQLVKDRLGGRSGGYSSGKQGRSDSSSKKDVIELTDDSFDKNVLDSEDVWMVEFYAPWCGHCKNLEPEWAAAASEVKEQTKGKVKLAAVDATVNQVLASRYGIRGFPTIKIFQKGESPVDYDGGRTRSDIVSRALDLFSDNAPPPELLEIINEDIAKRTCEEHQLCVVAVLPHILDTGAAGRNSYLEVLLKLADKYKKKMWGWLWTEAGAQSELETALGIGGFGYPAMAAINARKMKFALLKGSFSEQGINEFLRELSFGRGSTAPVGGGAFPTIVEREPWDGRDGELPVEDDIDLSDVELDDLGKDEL
The depositor's hits bear a star; ? = inconclusive; . = no result given; [ ] = another dose, or the depositor's remark. No enrichment for hits; overall some 4% were active at least once.

SMILES	SIRT5 inh	Casp6 inh	CFTR F508del cor	DENV2 CPE rescue	miR122 inh	ERAP1 HTS inh	ERp5 block
CC(OC(=O)C1CCN(S(=O)(=O)c2ccc(C(C)(C)C)cc2)CC1)C(=O)N(C)C1CCCCC1 (configuration not stated)	-3	-1	-0.7	6	.	-3	2
CSCCCNC(=S)N1CCN(c2ccc(C(C)=O)cc2)CC1	.	2	-1.9	4	-1	9	3
Cc1ccccc1NC(=O)CC1c2ccccc2CC(C)(C)N1C (configuration not stated)	-1	-2	0.0	-4	.	4	0
C[C@@H]1CCCCO[C@@H](CN(C)S(C)(=O)=O)[C@@H](C)CN([C@@H](C)CO)C(=O)c2cc(NC(=O)CCCN(C)C)ccc2O1	-1	-3	-0.6	?	1[16.7 µM]	0	4
COc1cc2nc3n(c(=O)c2cc1OC)-c1cc2ccccc2cc1C(=O)NC3CC(C)C (configuration not stated)	.	2	-4.3	11	-9	2	0
Cc1ccc(S(=O)(=O)Nc2cc(=O)[nH]c(SCC(=O)Nc3cccc(C)c3)n2)cc1	-1	-2	2.3	5	6	1	4
CCCn1c(N)c(C(=O)CSc2nnc(-c3cccnc3)n2-c2ccc(C)cc2C)c(=O)[nH]c1=O	-2	-1	-0.6	-6	.	2	1
O=C(Cc1ccccc1)NC(=S)Nc1ccc2oc(-c3ccccc3)nc2c1	-1	-6	-0.1	11	.	-2	8
C[C@H]1CN([C@@H](C)CO)C(=O)c2cc(NC(=O)Nc3ccccc3)ccc2O[C@@H]1CN(C)S(=O)(=O)c1ccc(Cl)cc1	-2	-3	3.1	-21	0[16.7 µM]	1	0
O=C(Oc1coc(CSc2nnc(NC(=O)C3CC3)s2)cc1=O)c1c(F)cccc1F	-4	24	1.0	5	16	8	6

An excerpt from above, limited to SIRT5 inh and DENV2 CPE rescue:
SMILES,SIRT5 inh,DENV2 CPE rescue
C[C@H]1CN([C@@H](C)CO)C(=O)c2cc(NC(=O)Nc3ccccc3)ccc2O[C@@H]1CN(C)S(=O)(=O)c1ccc(Cl)cc1,-2,-21
O=C(Oc1coc(CSc2nnc(NC(=O)C3CC3)s2)cc1=O)c1c(F)cccc1F,-4,5

(continued)
SMILES	SIRT5 inh	Casp6 inh	CFTR F508del cor	DENV2 CPE rescue	miR122 inh	ERAP1 HTS inh	ERp5 block
C[C@@H]1CCCCO[C@H](CN(C)Cc2ccncc2)[C@H](C)CN([C@@H](C)CO)C(=O)c2cc(NC(=O)NC3CCCCC3)ccc2O1	6	0	1.4	4	89[16.7 µM]	2	4
COc1cccc(NC(=O)N(C)C[C@H]2Oc3ncc(C#Cc4ccccc4)cc3C(=O)N([C@H](C)CO)C[C@@H]2C)c1	5	-1	1.4	-6	-8[16.7 µM]	-2	-1
CC(C)(C)OC(=O)N[C@@H](Cc1ccccc1)C(=O)N[C@@H](CO)[C@H](O)[C@@H]1C[C@@H]1C(=O)N1CCCC1	-1	-7	0.6	-1	.	1	5
C[C@H](CO)N1C[C@H](C)[C@@H](CN(C)Cc2ccc3c(c2)OCO3)Oc2ccc(NC(=O)CCN3CCOCC3)cc2C1=O	-3	1	1.8	-6	-7[16.7 µM]	-3	0
Fc1ccc2cnc(-c3cccnc3)cc2c1	0	1	-3.1	9	0	0	14
CCOC(=O)c1cc(-c2cccc([N+](=O)[O-])c2)n[nH]1	0	5	-0.2	-4	-5	-2	0
CCc1ccc(/C=C2\SC(=S)N(CCCC(=O)N3CCN(C)CC3)C2=O)cc1	.	-13	-1.9	-5	-20	8	-13
CC1(C(=O)NS(=O)(=O)C2CC2)CCN(C(=O)COc2ccc(Cl)cc2Cl)C1 (configuration not stated)	1	2	-2.0	-6	-12	-1	0
O=C(C[C@@H]1C[C@@H]2c3cc(NC(=O)NC4CCCC4)ccc3O[C@@H]2[C@@H](CO)O1)NCc1ccc(Cl)cc1	1	0	-0.3	3	5[16.7 µM]	0	.
C[C@H](CO)N1C[C@H](C)[C@@H](CN(C)S(=O)(=O)c2ccccc2)Oc2ccc(NC(=O)Cc3ccccc3)cc2CC1=O	4	-1	1.5	-3	-4[16.7 µM]	1	-5
Cc1cccc(C)c1NC(=O)CCCSc1nnc(-c2ccc(F)cc2)n1-c1ccccc1	-3	0	.	-7	-5	1	0
COc1cccc(C(=O)OCC(=O)NCCCc2ccccc2)c1	-4	0	-0.9	-4	.	-3	0
COc1ccc(C)cc1C(=O)CCC(=O)NC1CCCCC1	0	0	-0.3	.	.	-1	4
Cc1onc(-c2ccccc2)c1C(=O)OCC(=O)N(C)c1ccccc1	1	1	2.0	7	-3	-2	-7
Cc1cccc(CN2CCC(CNC(=O)CSc3cc(=O)n(C)c4cc(Cl)ccc34)CC2)c1	-5	-4	5.3	-2	-2	2	2
COc1ccccc1NC(=O)N1C[C@H]2[C@@H](c3ccccc31)[C@@H](CO)N2CC1CCCC1	-1	-1	1.7	8	-17[16.7 µM]	1	2
CCNC(=O)C[C@@H]1CC[C@@H]2[C@H](COC[C@H](O)CN2C(=O)C2CC2)O1	-1	-1	-1.0	-1	4[16.7 µM]	2	-2
O=C(NCCN1CCN(c2ccccc2)CC1)C1(S(=O)(=O)c2ccc(Cl)cc2)CC1	.	-2	-1.0	-7	-7	2	1
O=C(Cc1ccccc1)N1CC(=O)N2[C@H](CO)[C@@H](c3ccc(-c4ccc(F)cc4)cc3)[C@@H]2C1	2	-1	5.7	1	.	1	1
CNC(=O)C(=O)NCC1CCCN1S(=O)(=O)c1cccs1 (configuration not stated)	-2	-1	-0.7	8	.	1	0

3 entries already listed, arranged by molecular weight, rising:
SMILES	SIRT5 inh	Casp6 inh	CFTR F508del cor	DENV2 CPE rescue	miR122 inh	ERAP1 HTS inh	ERp5 block
COc1ccc(C)cc1C(=O)CCC(=O)NC1CCCCC1	0	0	-0.3	.	.	-1	4
Cc1onc(-c2ccccc2)c1C(=O)OCC(=O)N(C)c1ccccc1	1	1	2.0	7	-3	-2	-7
O=C(NCCN1CCN(c2ccccc2)CC1)C1(S(=O)(=O)c2ccc(Cl)cc2)CC1	.	-2	-1.0	-7	-7	2	1

Other structures follow.
SMILES	SIRT5 inh	Casp6 inh	CFTR F508del cor	DENV2 CPE rescue	miR122 inh	ERAP1 HTS inh	ERp5 block
CCN(CC)C(=O)Oc1ccc2oc(=O)cc(-c3cc4cccc(OC)c4o3)c2c1	-4	1	-0.6	-3	-3	1	-1
Cc1ccc(-n2nnnc2SCC(=O)N2Cc3ccccc3CC2C(=O)O)cc1 (configuration not stated)	2	2	-1.1	-4	3	-1	-3
C/C=C/c1cnc2c(c1)C(=O)N([C@H](C)CO)C[C@@H](C)[C@@H](CN(C)Cc1ccncc1)O2	0	0	-2.8	1	13[16.7 µM]	-1	-4
CC(C)NC(=O)N1CCCCN2[C@H](CO)[C@@H](c3ccc(C#Cc4ccccc4F)cc3)[C@H]2C1	11	1	-2.6	-13	0[16.7 µM]	-1	5
CCOc1ccc(-c2c(C(=O)N/N=C/c3ccccc3)nnn2-c2nonc2N)cc1	0	0	2.8	-3	.	4	0
Cc1ccccc1S(=O)(=O)N1CC(=O)N2[C@@H](CO)[C@@H](c3ccc(C#CCC4CCCC4)cc3)[C@@H]2C1	3	0	-2.2	16	.	2	3
O=C(C[C@H]1CC[C@@H]2[C@H](COC[C@@H](O)CN2C(=O)C2CCOCC2)O1)NCc1ccncc1	3	0	0.0	10	-7[16.7 µM]	-2	0
Cc1noc(C)c1S(=O)(=O)N(C)C[C@H]1OCCCC[C@@H](C)Oc2ccc(NS(C)(=O)=O)cc2C(=O)N([C@H](C)CO)C[C@@H]1C	1	-2	-0.1	-4	-4[16.7 µM]	-1	0
CN(C)CC#Cc1cccc(-c2nc(C(=O)N3CCN(Cc4ccccc4)CC3)cc3c2[C@H](CCO)N(S(=O)C(C)(C)C)C3)c1 (some centres not stated)	-2	2	0.9	16	.	0	13
COCC(=O)N(C)C[C@H]1Oc2cc(C#CCC3CCCC3)ccc2S(=O)(=O)N([C@H](C)CO)C[C@H]1C	-1	.	0.5	5	.	.	-5
CN1CCCCC(NC(=O)C23CC4CC(CC(C4)C2)C3)C1=O (configuration not stated)	.	-2	-1.3	9	.	0	-7
CC1(N=Cc2cc(Cl)ccc2O)COP(=O)(Nc2ccccc2)OC1 (configuration not stated)	.	-6	-1.6	8	.	4	5
CCOC(=O)C1(Cc2cccc(F)c2)CCN(Cc2cnn(CC)c2C)CC1	-1	-1	-4.7	1	-4	-1	-4
CCOC(=O)c1c(NC(=O)CSc2nccn2C)sc(C(=O)NC)c1C	-2	-2	-0.7	-4	-4	1	7
CN(C)C(=O)c1cc([N+](=O)[O-])ccc1O	3	-2	2.2	6	.	7	-2
COC(=O)c1c(C(=O)OC)c(-c2ccc(Cl)c(Cl)c2)n2c1CCC2	-1	3	-0.5	-1	-4	3	6
O=C(NCCN1CCOCC1)c1c(O)nc2ccccn2c1=O	-6	-7	-1.1	4	1	-6	3
COc1ccc(CNc2nc(SCC(=O)NCc3ccco3)nc3ccccc23)cc1	0	-1	1.3	5	-3	-1	3
N#Cc1c2c(c(Nc3ccc(F)cc3)n3c1nc1ccccc13)CCCC2	.	-3	-6.8	-4	21	-1	5
Cc1cc(=O)n(C(C)c2ccccc2)n1C(C)c1ccccc1 (configuration not stated)	.	1	2.5	-3	.	-1	-1
COc1ccc2c3c(n(C)c2c1)[C@@H](CO)N(C(=O)Nc1ccccc1F)CC31CN(C(=O)c2ccccc2)C1	8	-1	1.6	?	.	-3	-10
COc1ccc(/C=C/C(=O)NCCc2c[nH]c3ccccc23)cc1OC	-3	12	-1.8	-1	-2	1	13
COc1cccc(/C=C/C(=O)OCC(=O)N2c3ccccc3CC2C)c1OC (configuration not stated)	-7	-1	-3.2	-7	.	1	0
COc1ccc(-c2ccc3n(c2=O)C[C@@H]2[C@@H](CO)[C@H](C(=O)N(C)C)[C@H]3N2Cc2ccncc2)cc1	-91	1	1.9	1	4[16.7 µM]	1	1
CC(C)N1CCN(Cc2cccn2-c2cccnc2)CC1CCO (configuration not stated)	0	-4	1.7	4	.	6	-1
O=C1C2CCCN2C(c2ccccc2F)N1c1cccc(Cl)c1 (configuration not stated)	1	-1	5.0	0	5	-1	4
O=C(O)c1cccc(Nc2nc(-c3cc4ccccc4oc3=O)cs2)c1	6	4	1.0	-2	-5	-6	-6
COC(=O)C(Cc1ccc(O)cc1)NS(=O)(=O)Cc1ccccc1 (configuration not stated)	.	-1	0.1	-3	.	0	2
O=C(CSc1ncnc2nc[nH]c12)Nc1ccc(Br)cc1Cl	0	-3	2.7	-5	.	-2	5
Cc1cc(Cl)cc(C)c1OCC(=O)N1CCN(c2ncccn2)CC1	-2	6	1.5	2	-6	-1	-7
CCCN(C(=O)COC(=O)CCOc1ccc(C)cc1)c1c(N)n(Cc2ccccc2)c(=O)[nH]c1=O	2	-1	1.4	7	.	3	2
CCC(CC)C(=O)N(C)c1c(C)nc2c(OCCOc3ccccc3)cccn12	-4	4	2.4	18	-4	-6	1
C[C@@H]1CCCCO[C@@H](CN(C)S(=O)(=O)c2ccc(Cl)cc2)[C@H](C)CN([C@H](C)CO)C(=O)c2cc(NS(=O)(=O)c3ccc(Cl)cc3)ccc2O1	.	.	-1.6	-10	-16[16.7 µM]	.	.
O=CNc1ccccc1	.	2	0.5	-7	-5	8	-7
CC12CCC3c4ccc(OCC(=O)O)cc4CCC3C1CCC2=O (configuration not stated)	-2	-3	2.9	15	-12	-4	-8
C[C@H](CO)N1C[C@H](C)[C@H](CN(C)Cc2ccc(Oc3ccccc3)cc2)Oc2ccc(NC(=O)Nc3ccc(F)cc3)cc2C1=O	7	2	0.4	-2	-3[16.7 µM]	1	-3
COc1ccccc1CNS(=O)(=O)CCNC(=O)c1ccccc1	-5	2	1.1	-3	.	2	10
CNC(=O)COC(=O)c1ccc(Cl)c(S(N)(=O)=O)c1	1	8	4.2	.	-7	.	0
COc1ccc(NC(=O)c2c(C)cc(=O)oc2C)c(OC)c1	-1	20	.	.	.	4	-2
CC(NC(=O)C1CCC(C)(C(=O)O)C1(C)C)c1ccccc1 (configuration not stated)	.	-2	-0.3	5	.	-2	5
COCC#Cc1ccc2c(c1)O[C@H](CN(C)C(C)=O)[C@H](C)CN([C@H](C)CO)S2(=O)=O	2	-2	1.7	1	-12[16.7 µM]	1	8
